Screening results as filed in PubChem.
H9c2 TAG inh: inhibitors of triacylglycerol accumulation; H9c2 cells, Nile Red lipid (TAG) fluorescence; cells loaded with 200 µM oleic acid; inhibition, % at 12.5 µM; 0.66% of 230,000 active; AID 651582;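 active means pattern-corrected inhibition of lipid staining of at least 50% with the nuclear-stain viability signal not falling by more than 50%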;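 further: 0% = DMSO wells and 100% = triacsin C control wells; some results filed as inactive read as strong as hits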
H9c2 TAG inh DAPI viability: further read-out of H9c2 TAG inh, marked with its call; DAPI nuclei signal change (viability), lower = more cytotoxic, %;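 whole-well DAPI fluorescence read on a plate reader as a viability signal; minus 50 percent equals half of cells still viable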
* marks the source's active call; other numbers are inactive results. Some of the compounds tested; count on the stated rates, not on these rows.

SMILES	H9c2 TAG inh	H9c2 TAG inh DAPI viability
Cc1ccc(NC(=O)CCN2C(=O)c3ccncc3C2=O)cc1	12	-8
NS(=O)(=O)c1cccc(NC(=O)COc2ncnc3c2cnn3-c2ccccc2)c1	-5	9
CCc1ccc(S(=O)(=O)NCc2cn3ccccc3n2)s1	-9	7
COc1cc(CC(=O)OCC(=O)Nc2ccc([N+](=O)[O-])cc2)cc(OC)c1OC	3	4
O=C(NCCCN1CCOCC1)c1cc(S(=O)(=O)N2CCCCC2)ccc1Cl	2	-3
COc1ccc(S(=O)(=O)N2CCOC2CNC(=O)C(=O)NCc2ccc3c(c2)OCO3)cc1OC (configuration not stated)	26	1
CCN(C[C@H]1N[C@@](CC)(C(=O)OC)[C@H]2C(=O)N(Cc3ccccc3)C(=O)[C@@H]12)S(=O)(=O)c1ccc(OC)cc1	10	-1
Cc1ccc2[nH]c(=O)c(CN(C(=O)c3cccc([N+](=O)[O-])c3)C(C)(C)C)cc2c1	-6	-6
O=C(Nc1ccn(CCCNCC2CCCO2)c(=O)n1)OCc1ccccc1 (configuration not stated)	5	-5
CCCc1cc(C(=O)N2CCCC(N3CCN(c4ccccc4F)CC3)C2)n(C)n1 (configuration not stated)	9	-9
O=S(=O)(NCCN1CCCC1)c1cccc2cccnc12	-4	5
CCN1C(=O)/C(=C/c2cc(C)n(C)c2C)SC1=Nc1ccc(OC)cc1	-4	0
Cc1ccc(NC(=O)Cn2cnc3c(nnn3Cc3ccc(F)cc3)c2=O)cc1	9	-3
CC(C)OC(=O)CSc1nc2ncc(Cl)cc2[nH]1	-1	-9
Cc1ccc(S(=O)(=O)NCCC(=O)NCCc2ccc(S(N)(=O)=O)cc2)cc1C	15	-15
COc1ccccc1CC(=O)NC1CC1	-12	3
C/C(=N\N=C(/C)c1cccc(N)c1)c1cccc(N)c1	0	2
CCOc1ccccc1NC(=O)NNC(=O)CCc1ccc(OC)cc1	-5	2
CC(C)CN(C(=O)CSc1nnc(-c2cccs2)n1N)c1c(N)n(Cc2ccccc2)c(=O)[nH]c1=O	17	-1
Cc1cc(Oc2ccc(=O)n(C)n2)nc(SCCOc2ccccc2)n1	1	3
COc1ccc(C(=O)OC(C(=O)c2ccc(C)cc2)c2ccccc2)cc1 (configuration not stated)	-98	14
CCCNS(=O)(=O)c1ccc(CCC(=O)NCc2ccc3c(c2)OCO3)cc1	-8	9
COc1cccc(NC(=O)COC(=O)CCC(=O)c2cccs2)c1	7	0
Cc1cccc(NC(=O)c2sc3nc(C)nc(N4CCOCC4)c3c2C)c1	-9	-1
Cc1cc(N)ccc1NC(=O)c1ccccc1	27	-22
CC(=O)Nc1ccccc1OCC(=O)NCC(F)(F)F	12	3
Cc1ccc(NC(=O)Cc2ccc(Cl)cc2)cc1S(=O)(=O)N1CCCCCC1	-36	-2
CC(C)CN(CC(C)C)C(=O)c1cccc(S(=O)(=O)N2CCc3ccccc32)c1	-14	-10
CCOC(=O)CCCNS(=O)(=O)c1c(C)ccc2nsnc12	1	12
CCOc1cc(/C=N/O)ccc1OCc1ccc(C)cc1	-10	1
Cc1ccc(S(=O)(=O)N(c2ccccc2)C2CCS(=O)(=O)C2)cc1 (configuration not stated)	6	-11
CCOC(=O)C1=C(c2ccccc2)NC(N)=NC1c1ccc(OCc2ccc(Cl)cc2)c(OC)c1 (configuration not stated)	14	-2
COc1ccc(OC)c(/C=C/c2c([N+](=O)[O-])c(=O)n(C)c(=O)n2C)c1	-26	2
CCC(Sc1nc2c(c(=O)n1CC)SC(C)C2)C(=O)OC (configuration not stated)	-7	-6
O=S(=O)(NCc1ccco1)c1cccc(S(=O)(=O)N2CCOCC2)c1	7	3
COC(=O)N/N=C/c1cc(C)n(-c2ccc(Br)cc2)c1C	-7	3
Nc1ccc(C(=O)OCc2ccncc2)cc1[N+](=O)[O-]	-13	10
CN(C)C(CNC(=O)Cc1cccc(C(F)(F)F)c1)c1ccco1 (configuration not stated)	-21	4
Cc1ccc(OCCn2c(Br)nc3c2c(=O)n(C)c(=O)n3C)cc1	-14	-3
CCOc1ccc(C2CC(c3cccc(C)c3)n3ncnc3N2)cc1 (configuration not stated)	-30	-2
CCN(C(=O)COC(=O)c1nc(Cl)ccc1Cl)C1CCS(=O)(=O)C1 (configuration not stated)	-9	1
Cc1ccn2c(C(=O)c3ccc(Cl)cc3)cnc2c1	11	-9
N#Cc1c(-c2ccccc2)ccn(Cc2ccccc2Cl)c1=O	-11	-5
CC(C)C(=O)Nc1cccc(-c2nc3ncccc3o2)c1	16	4
COc1ccc(N/C(=C/[N+](=O)[O-])SC)cc1	-9	-3
CC(C)Cn1c2c(c(=O)[nH]c1=O)C(NS(=O)(=O)c1ccc(Cl)cc1)(C(F)(F)F)C(=O)N2 (configuration not stated)	6	-7
CC(C)CCN1CCN(Cc2cccc(-n3cccn3)c2)CC1CCO (configuration not stated)	-1	2
Nc1scc2c(C(=O)N/N=C/c3ccc(Cl)cc3)nn(-c3ccccc3)c(=O)c12	12	-6
C[C@@H]1CN([C@@H](C)CO)C(=O)CCCn2nncc2CO[C@@H]1CN(C)C(=O)c1ccccc1	-6	0
O=C(NC(=S)N1CCN(Cc2ccccc2)CC1)c1ccco1	19	-4
CC(=O)NC(c1cccc(F)c1)c1nc(-c2ccccc2C)cs1 (configuration not stated)	7	-2
Cc1ccc(NC(=O)NNC(=O)C2CC(c3cccs3)=NO2)cc1 (configuration not stated)	5	-15
Cc1sc(NC(=O)/C=C/c2ccco2)c(C(=O)O)c1C	8	1
COc1ccc(S(=O)(=O)NCc2ccccn2)cc1NC(=O)c1ccccc1C	29	-26
CCN1CCN(c2ccc(S(=O)(=O)N3CCOCC3)cc2NC(=O)/C=C/c2ccc(C)cc2)CC1	11	10
Cc1nc(SCc2ccc(C(=O)O)cc2)nc2c1CCCC2	-12	-4
CC(C)CNC(=S)N(CCN(C)C)Cc1cc2cc3c(cc2[nH]c1=O)OCCO3	15	16
O=C(Nc1ccccc1Cl)c1cc(S(=O)(=O)N2CCCCC2)ccc1N1CCOCC1	-1	-8
CC(NC(=O)c1ccc2c(c1)S(=O)(=O)N=C1CCCCCN12)c1ccc(S(N)(=O)=O)cc1 (configuration not stated)	-14	3
O=S(=O)(NC(=NCc1ccccc1)c1ccccc1)c1ccc(Br)cc1	-2	-1

Reprinted at random: three records from the list
SMILES	H9c2 TAG inh	H9c2 TAG inh DAPI viability
O=C(Nc1ccccc1Cl)c1cc(S(=O)(=O)N2CCCCC2)ccc1N1CCOCC1	-1	-8
COc1cccc(NC(=O)COC(=O)CCC(=O)c2cccs2)c1	7	0
CCOc1ccccc1NC(=O)NNC(=O)CCc1ccc(OC)cc1	-5	2

Later entries.
SMILES	H9c2 TAG inh	H9c2 TAG inh DAPI viability
COc1ccc(/C=C2\Oc3cc(OC(=O)N4CCOCC4)ccc3C2=O)c(OC)c1	-34	4
CSCCC(=O)N(C)CC1CCCN(CCc2cccc(C(F)(F)F)c2)C1 (configuration not stated)	1	1
O=C(c1ccccc1)C1Oc2ccccc2C2CC(c3cccs3)=NN12 (configuration not stated)	-29	9
COc1cccc(C(=O)N2CCN(Cc3ccc4c(c3)OCO4)CC2)c1OC	-13	6
COC(=O)CCC(=O)COc1ccc(OC)cc1C#N	-8	-6
N=c1c2c(n(Cc3ccc(F)cc3)c3c1CCC3)CCCC2	-31	1
CC(C)CCNC(=O)Cn1c(=O)oc2cc(S(=O)(=O)N3CC(C)CC(C)C3)ccc21 (configuration not stated)	-23	-7
Cc1cc(C)c(S(=O)(=O)N2CCOC2CNC(=O)C(=O)NCc2ccncc2)c(C)c1 (configuration not stated)	5	11
Cc1noc(C)c1CCC(=O)Nc1c(C(C)C)cccc1C(C)C	2	-1
CC(C)(C)C1CCc2c(sc3nc(SCC(N)=O)nc(N)c23)C1 (configuration not stated)	2	9
O=C(NCCCN1CCCC1=O)c1ccc2c(=O)n(Cc3ccco3)c(=S)[nH]c2c1	-18	-2
CCOc1ccc(-n2c(-c3ccco3)nc3c(cnn3-c3ccc(C)cc3)c2=O)cc1	-37	-2
CCc1nc2c(OCc3ccc(F)cc3)cccn2c1N(C)C(=O)C(C)C	-4	-2
Cc1nn2c(=O)cc(COC(=O)c3c(F)cccc3Cl)nc2s1	12	-8
Cc1nc([N+](=O)[O-])c(SCC(N)=O)n1Cc1ccccc1	8	-10
CCOc1ccc(NC(=O)CCC(=O)O)cc1	-19	6
CCS(=O)(=O)N1CCN(c2ncnc3sc(C)c(C)c23)CC1	6	0
COc1ccc(C)cc1NC(=O)COC(=O)c1ccc([N+](=O)[O-])o1	-1	-4
CCCc1[nH]nc2c1C(CCC)C(C#N)=C(N)O2 (configuration not stated)	3	-2
Cc1ccc(OCc2ccc([N+](=O)[O-])cc2)c([N+](=O)[O-])n1	3	-5
Cc1ccc(NC(=O)CC2OC(=O)c3ccccc32)cc1S(=O)(=O)N1CCCCCC1 (configuration not stated)	-12	-2
Cc1c(C(=O)Nc2nnc(C3CC3)s2)oc2c(Cl)cccc12	-18	2
Cc1ccc(NC(=O)c2cccc3c2-c2ccccc2C3=O)cc1C	-41	1
CCn1cc(SCC(=O)NCc2ccc3c(c2)OCO3)c2ccccc21	1	-8
CCN(CC)CCSc1nc2c([nH]1)c(=S)n(C)c(=O)n2C	20	3
Cc1cc(NS(=O)(=O)c2ccc(NC(=O)c3cc4ccccc4o3)cc2)nc(C)n1	-16	2
Cc1cc(N/N=C2/CCCc3ccccc32)nc2ccccc12	7	34
CN1CCN(C(=O)c2ccc(N(C)S(=O)(=O)c3cccs3)cc2)CC1	2	2
CN(CC(=O)Nc1ccc(N2CCOCC2)cc1)C(=O)CCNC(=O)c1ccccc1Cl	-13	10
COc1ccc(CNC(=O)COC(=O)/C=C/c2cccc(Br)c2)cc1	11	-10
O=C(COc1ccc2ccccc2c1)NNC(=O)Nc1ccc(F)cc1F	4	-1
CCn1c(CN2CCOCC2)nnc1SCC(=O)Nc1ccccc1C	6	-9
CCCCC(=O)N(CCOC)c1nnc(-c2cccnc2)s1	9	-9
C=CCOc1c2ccc(C(=O)NCc3ccccc3OC)cc2nn1C	44	-11
CCOc1ccc(-n2c(=O)c3ccccc3c3ccccc3c2=O)cc1	-19	16
Cc1ccc(-c2nn(-c3ccc(F)cc3)cc2C(=O)N2CCN(C3CCS(=O)(=O)C3)CC2)cc1 (configuration not stated)	19	-4
Cc1[nH]c(=O)c(C#N)cc1-c1ccncc1	15	-4
CC(=O)n1cc(Nc2ccccc2C(=O)O)c2ccccc21	-4	-9
COc1ccc(NC(=S)N(Cc2ccc(C(=O)O)cc2)Cc2ccc(OC)c(OC)c2)cc1	4	-7
CCOC(=O)C1=C(COC(=O)/C=C/c2ccc(SC)cc2)NC(=O)NC1C (configuration not stated)	-21	16
COc1ccc(Cc2nnc(SCC(=O)N(C)CC(=O)Nc3ccc(C)cc3)o2)cc1	2	-3
C=CCC[C@@H](Cc1ccc(F)cc1)C(=O)OC[C@@H](NC(=O)[C@H](CC=C)CC(=O)NCCO)C(C)(C)C	4	0
O=C(NCCN1C(=O)S/C(=C\c2ccc(OC(F)F)cc2)C1=O)C1=COCCO1	11	-7
Cc1nc(Cl)cc(N/N=C/c2ccc(O)cc2)n1	-3	1
Cc1ccc(CNC(=O)CN(C)S(=O)(=O)c2cccc3nsnc23)cc1	12	-3
O=C(CSc1nnnn1C1CCCCC1)Nc1ccccc1N1CCOCC1	-2	-11
Cc1ccc(S(=O)(=O)NNC(=S)NCCc2ccccc2)cc1	1	0
O=C(C1CCCC1)N1CCN=C1SCc1cccc([N+](=O)[O-])c1	-8	-5
Cc1csc(NC(=O)COCC(=O)O)c1-c1nc2ccccc2s1	3	-6
CC1(C)CC(=O)C=C(NNC(=O)OC(C)(C)C)C1	5	0
CCCCC(=O)NC(=S)Nc1cc(C(=O)O)ccc1OC	-16	-3
Cc1ccc(-n2ncc3c(SCc4ccccn4)ncnc32)c(C)c1	-26	-4
C=CCCC(=O)Nc1nc(C)c(-c2csc(Nc3cccc(OC)c3)n2)s1	34	5
CC1CCCCC1NC(=O)COC(=O)/C=C/c1ccco1 (configuration not stated)	15	4
CCOP(=O)(OCC)C(Nc1ccccc1)c1ccc2c(c1)OCO2 (configuration not stated)	-4	9
O=C(c1ccc(Cl)nc1)N1CCC(Cc2ccccc2)CC1	1	-7
CC(C)c1ccc(NC(=S)Nc2ccc3[nH]c(=O)[nH]c3c2)cc1	-5	13
CCc1nnc(NC(=O)c2nc3nccc(C)n3n2)s1	6	6
COc1ccc(CCNC(=O)c2ccc3ccccc3n2)cc1OC	-3	-7
Cn1c(O)c(C=Nc2ccc(N3CCOCC3)cc2)c(=O)n(C)c1=S	-8	7
CC1=C(C(=O)c2ccccc2)C(c2cccc([N+](=O)[O-])c2)NC(=S)N1 (configuration not stated)	-13	-13
CC(C)(C)c1ccc(N2C(=O)CSC2c2cccnc2)cc1 (configuration not stated)	-27	3

Entries of single compounds, quoted from the list.
CCc1nnc(NC(=O)c2nc3nccc(C)n3n2)s1 is listed with H9c2 TAG inh: 6; H9c2 TAG inh DAPI viability: 6
Cc1csc(NC(=O)COCC(=O)O)c1-c1nc2ccccc2s1 is listed with H9c2 TAG inh: 3; H9c2 TAG inh DAPI viability: -6
O=C(c1ccc(Cl)nc1)N1CCC(Cc2ccccc2)CC1 is listed with H9c2 TAG inh: 1; H9c2 TAG inh DAPI viability: -7

Four entries from above, arranged by count of non-hydrogen atoms, lowest first.
SMILES	H9c2 TAG inh	H9c2 TAG inh DAPI viability
N#Cc1c(-c2ccccc2)ccn(Cc2ccccc2Cl)c1=O	-11	-5
Cn1c(O)c(C=Nc2ccc(N3CCOCC3)cc2)c(=O)n(C)c1=S	-8	7
COc1cccc(C(=O)N2CCN(Cc3ccc4c(c3)OCO4)CC2)c1OC	-13	6
Cc1cc(C)c(S(=O)(=O)N2CCOC2CNC(=O)C(=O)NCc2ccncc2)c(C)c1 (configuration not stated)	5	11
